Compound activity (PubChem)
UPR CHOP act: activators of apoptotic arm of unfolded protein response (CHOP) | activation, % at 10 µM | AID 449763 | hit rate 0.34% among 330,000 | CHO-CHOP luciferase reporter, UPR activation, luminescence; percent of tunicamycin response over DMSO baseline;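 active = at 10 µM dose, activation of 40% or more, normalized to positive control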;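 note: 100% = tunicamycin at 10 µg/mL and 0% = DMSO alone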
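System: CHO CHOP reporter cells. Amount: 500 cells per well. Buffer or medium: F12 medium, 10% FBS. Compound dosing: one dose, 10 µM in 0.5% DMSO. Incubation: 6 h compound exposure at 37 °C after overnight seeding. Technique: Steady-Glo luciferase luminescence. Benchmarks: tunicamycin and DMSO controls.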
CCR6 antagonist: antagonists of human CCR6 receptor; AID 493098; CHO-K1 CCR6 PathHunter beta-arrestin, luminescence, CCL20-stimulated; hit rate 0.49% among 340,000; inhibition, % at 20 µM; P51684;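 active = compounds whose inhibition of the agonist-driven luminescence signal at 20 µM reaches about 50%, limit read from the data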;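 note: cells stimulated with CCL20 at 14 nM final; plate controls were DMSO with CCL20 for no effect and DMSO without agonist for full effect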
Target sequence (P51684 whole entry, looked up): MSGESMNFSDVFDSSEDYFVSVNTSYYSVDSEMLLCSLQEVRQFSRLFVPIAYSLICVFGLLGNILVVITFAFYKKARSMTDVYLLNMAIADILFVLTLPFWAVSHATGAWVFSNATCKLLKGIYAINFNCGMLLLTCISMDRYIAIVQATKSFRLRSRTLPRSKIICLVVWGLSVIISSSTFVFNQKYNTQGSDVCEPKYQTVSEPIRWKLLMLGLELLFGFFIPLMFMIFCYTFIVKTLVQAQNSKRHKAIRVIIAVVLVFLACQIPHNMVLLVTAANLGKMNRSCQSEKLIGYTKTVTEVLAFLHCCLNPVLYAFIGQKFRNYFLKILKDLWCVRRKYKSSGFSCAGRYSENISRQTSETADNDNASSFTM
CXCR6 inh: blocks human CXCR6 beta-arrestin recruitment; O00574; CHO-K1 PathHunter CXCR6 beta-arrestin, luminescence; inhibition, % at 20 µM; hit rate 0.36% among 360,000; AID 602244; in the data active = inhibition above about 34%, passing the limit was not always enough;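 note: antagonist mode with CXCL16 agonist at 10 nM final; 0% = 10 nM CXCL16 with DMSO and 100% = unstimulated wells without agonist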
Target sequence (O00574 whole entry, looked up): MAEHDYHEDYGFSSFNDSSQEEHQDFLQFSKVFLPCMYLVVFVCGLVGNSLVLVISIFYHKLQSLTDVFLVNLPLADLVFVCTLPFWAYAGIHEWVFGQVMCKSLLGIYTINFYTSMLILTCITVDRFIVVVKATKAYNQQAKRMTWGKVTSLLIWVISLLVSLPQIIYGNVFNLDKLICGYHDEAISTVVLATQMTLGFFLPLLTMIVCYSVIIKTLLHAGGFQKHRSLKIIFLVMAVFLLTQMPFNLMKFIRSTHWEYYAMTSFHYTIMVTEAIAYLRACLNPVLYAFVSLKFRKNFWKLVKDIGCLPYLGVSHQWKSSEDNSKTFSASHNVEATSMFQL
Gli-Sufu antag: blocks Gli-Sufu signaling in a luciferase reporter. Sufu-KO-LIGHT fibroblasts, Gli luciferase reporter luminescence. inhibition, % at 5 µM. hit rate 0.74% among 340,000;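 active = inhibition above about 55%, limit read from the data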;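 note: 0% = DMSO-treated cells and 100% = wells with medium but no cells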
697 NFkB inh: lowers PMA/ionomycin-induced NF-kB signal in 697 B cells; 697 B-cell NF-kB luciferase reporter, 16 h; AID 435022; hit rate 0.33% among 330,000; inhibition, % at 4 µM; in the data active = inhibition above about 35%
Mdm2 MdmX PPI: human Mdm2/MdmX binding inhibition; inhibition, % at 8 µM; SaOS-2 split-luciferase Mdm2/MdmX complementation, luminescence; hit rate 3% among 330,000;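 active = inhibition of at least 50% at 8 µM in the primary screen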
Jurkat NFkB inh: inhibitors of the PMA/ionomycin-induced NF-kB reporter in Jurkat cells. PMA/ionomycin-induced NF-kB luciferase reporter, luminescence. hit rate 0.53% among 330,000. inhibition, % at 4 µM; in the data active = inhibition above about 50%
XBP1 UPR activ: activators of adaptive arm of unfolded protein response (XBP1). CHO-XBP1 luciferase reporter, IRE1-XBP1 UPR activation, luminescence; percent of tunicamycin response, DMSO as zero. activation, % at 20 µM. hit rate 0.33% among 330,000;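 active = versus positive control, 20 µM dose yields 30% or more activation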;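 note: 100% = tunicamycin at 10 µg/mL and 0% = DMSO only wells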
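Assay system: CHO-XBP1 luciferase reporter cells; Schedule: 6 h treatment, 37 °C; Detection: glow luminescence from Steady-Glo reagent; Benchmarks: high control tunicamycin 10 µg/mL final, low control DMSO vehicle only.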
EBI2 antag: EBI2 (human) antagonism | hit rate 0.81% among 360,000 | AID 651636 | inhibition, % at 5 µM | EBI2 beta-arrestin recruitment, luminescence, 7a,25-OHC stimulated | P32249; in the data active = inhibition above about 38%;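 note: enzyme fragment complementation signal reports receptor beta-arrestin coupling in cells; 0% = agonist plus DMSO wells and 100% = wells without agonist; some results beyond the cut were filed as inactive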
Target sequence (P32249 whole entry, looked up, the tested form may be a part): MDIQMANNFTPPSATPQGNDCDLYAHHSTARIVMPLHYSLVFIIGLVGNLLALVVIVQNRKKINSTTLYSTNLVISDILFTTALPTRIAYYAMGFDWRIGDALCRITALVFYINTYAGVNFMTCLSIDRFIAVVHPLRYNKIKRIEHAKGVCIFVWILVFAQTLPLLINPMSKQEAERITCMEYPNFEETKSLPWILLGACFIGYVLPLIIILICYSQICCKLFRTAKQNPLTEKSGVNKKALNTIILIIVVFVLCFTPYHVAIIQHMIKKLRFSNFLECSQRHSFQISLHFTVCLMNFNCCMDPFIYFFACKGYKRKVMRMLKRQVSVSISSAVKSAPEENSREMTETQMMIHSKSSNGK
Numbers without * were called inactive; · = not tested or not shown.

SMILES	UPR CHOP act	CCR6 antagonist	CXCR6 inh	Gli-Sufu antag	697 NFkB inh	Mdm2 MdmX PPI	Jurkat NFkB inh	XBP1 UPR activ	EBI2 antag
OC(c1cc(-c2ccc(C(F)(F)F)cc2)nc(C(F)(F)F)c1)C1CCCCN1 (configuration not stated)	36	-14	-1	-26	-22	96*	52*	11	-2
Cn1c(O)c(N=NC(=O)c2ccco2)c2ccccc21	1.9	9	4	-58	-86	-37	-51	-5	1
CCOc1ccc(NC(=O)C23CC4CC(C2)CC(c2ccccc2)(C4)C3)cc1	-0.8	4	13	-45	15	-6	0	1	12
COc1ccccc1NC(=O)C1CCCN(c2ncnc3c2nc2n3CCCCC2)C1 (configuration not stated)	2.0	13	4	-9	-16	17	-1	-2	-1
COc1ccc(OC)c(-c2nn(-c3ccccc3)cc2C(=O)N2CCc3ccccc3C2)c1	1.9	6	1	1	10	16	18	-2	4
CCn1ncc(CN2CCN(C(=O)Nc3ccccc3C(=O)OC)CC2)c1C	-0.6	0	-7	7	-8	-7	-12	3	-5
Cc1ccc(N=C/C(C(=O)C(F)(F)F)=C(\O)c2ccco2)cc1Cl	6.1	16	-6	-83	-185	-313	-183	-1	4
CCOc1ccc(S(=O)(=O)NCCCN2CCOCC2)c2ccccc12	-1.8	-8	-2	-43	-1	18	-26	-6	5
Cc1cc(C)n(C(=O)c2sc3cc(F)ccc3c2Cl)n1	1.2	·	·	·	1	-4	14	0	·
O=C(CN1CCN(C(c2ccccc2)c2ccccc2)CC1)Nc1ccc(N2CCOCC2)cc1	4.6	-15	4	-2	-40	-44	-3	-1	-1
CSc1ccc(C(=O)C2CCCN(C(=O)c3ccc(C)nc3)C2)cc1 (configuration not stated)	-0.9	5	13	0	-3	-8	9	-4	13
O=C(/C=C/c1ccccc1[N+](=O)[O-])Nc1cccc(S(=O)(=O)NC2=NCCCCC2)c1	-0.4	22	5	16	15	15	-3	-2	2
O=C(CN(CCc1ccccc1)Cc1ccccc1)Oc1ccccc1P(=O)(O)O	-0.2	6	3	-13	15	5	-11	0	4
CCC(C)NC(=O)CSc1nc2ccccc2c(=O)n1-c1c(C)n(C)n(-c2ccccc2)c1=O (configuration not stated)	-1.1	1	2	0	3	0	9	-1	-7
COc1ccc(C(=O)Nc2nncs2)cc1S(=O)(=O)N1CCOCC1	-1.5	10	-2	8	12	31	-3	0	-8
O=C(CCCn1c(=S)[nH]c2cc3c(cc2c1=O)OCO3)N1CCN(c2ccccc2)CC1	-0.1	15	-5	6	-22	22	1	1	-22
O=C(Nc1ccc(Cl)cn1)c1ccc(COc2ccccc2Br)o1	3.1	-5	5	-46	-68	-11	-11	0	-1
Cc1cccc(C)c1NC(=O)NCc1ccco1	-1.1	0	3	37	13	14	3	-1	-7
CN(CCO)c1ccc(-c2n[nH]c(=O)c3ccccc23)cc1[N+](=O)[O-]	-1.5	5	-12	-6	7	1	-2	-4	3
CS(=O)(=O)N(CC(=O)Nc1ccccc1)c1cccc(Cl)c1Cl	-0.7	8	0	-4	2	13	9	-3	-1
O=C(CSc1ccc(-c2ccco2)nn1)NC1CCCCC1	1.2	-1	-13	-1	17	8	-5	-1	3
NC(=O)NC(c1ccc(Cl)cc1)c1ccccc1Cl (configuration not stated)	0.6	-7	-3	-1	8	11	-1	1	8
O=C(Nc1cccc(Cl)c1)c1cnc[nH]1	3.3	7	-11	·	-38	-33	-56	5	1
Cc1ccc(S(=O)(=O)N2CCC(C(=O)NCC3CCCO3)CC2)cc1 (configuration not stated)	0.6	-6	-7	7	17	-4	0	-4	-5
CCN1CCN(C(=O)C2CCN(C(=O)c3cc4sccc4n3CC)CC2)CC1	0.1	5	2	4	-14	10	-10	-2	-2

One compound at a time (already shown). Screens in order: UPR CHOP act | CCR6 antagonist | CXCR6 inh | Gli-Sufu antag | 697 NFkB inh | Mdm2 MdmX PPI | Jurkat NFkB inh | XBP1 UPR activ | EBI2 antag
Profile of CN(CCO)c1ccc(-c2n[nH]c(=O)c3ccccc23)cc1[N+](=O)[O-] : -1.5 | 5 | -12 | -6 | 7 | 1 | -2 | -4 | 3
Profile of Cn1c(O)c(N=NC(=O)c2ccco2)c2ccccc21 : 1.9 | 9 | 4 | -58 | -86 | -37 | -51 | -5 | 1

The listing continues:
SMILES	UPR CHOP act	CCR6 antagonist	CXCR6 inh	Gli-Sufu antag	697 NFkB inh	Mdm2 MdmX PPI	Jurkat NFkB inh	XBP1 UPR activ	EBI2 antag
O=C(CC1C(=O)NCCN1C(=S)Nc1ccccc1)Nc1ccc(F)cc1 (configuration not stated)	0.6	1	-4	5	0	2	8	0	-11
CC(C)(C)c1nc(S(=O)(=O)c2ccc(Cl)cc2)c(N2CCOCC2)o1	-0.8	-9	-7	0	13	2	-21	2	-2
CC(C)(C)c1ccc(C(=O)Nc2cccc(S(=O)(=O)NC3=NCCC3)c2)cc1	4.3	-8	3	-10	-52	-21	-75	0	-3
O=C(Nc1ccc(Br)c(Br)c1)C1CCCO1 (configuration not stated)	1.4	1	0	-5	-9	1	-3	15	-5
CCN1CCN(CC(O)COCCOc2ccc(Br)cc2)CC1 (configuration not stated)	1.7	8	8	10	5	14	-5	2	-3
O=C(NCCCNC(=O)c1ccc(-c2cccc(Cl)c2)o1)c1cnccn1	1.0	7	-9	31	-14	25	-10	1	-11
Cc1c(C(=O)Oc2ccc(-c3cnc4ccccc4n3)cc2)cccc1[N+](=O)[O-]	5.5	-47	-4	-85	-138	-84	-95	2	11
COC(=O)C(CC(=O)c1cccc(OC)c1)c1ccc(F)cc1 (configuration not stated)	-0.6	-4	-5	-3	12	26	-10	-3	12
COc1ccc2c(c1OC)C(=O)N1N=C(c3ccc(Br)cc3)CC21 (configuration not stated)	3.5	17	-1	-2	-4	-3	-7	3	3
O=C(Nc1ccc(NC(=O)N2CCN(c3ccccc3O)CC2)cc1)N1CCN(c2ccccc2O)CC1	-1.5	-10	8	9	-6	15	-2	-5	-8
O=C(NCc1ccco1)c1cc(S(=O)(=O)N2CCOCC2)ccc1Br	1.3	-2	1	-2	-29	0	9	0	-2
CC(C)[C@H](NC(N)=O)C(=O)NCCc1ccc(Cl)cc1Cl	0.0	6	4	-15	9	21	-7	-3	-2
COc1ccccc1C(=O)C1CCCN(C(=O)CCc2ccccn2)C1 (configuration not stated)	-1.5	6	-4	0	2	12	3	3	-9
CC(=O)C[C@@H](O)CC(=O)[C@H]1OC(=O)CC/C=C\Cc2ccccc21	1.9	-5	-4	-16	11	-13	8	-1	-10
O=C(c1cc([N+](=O)[O-])ccc1Cl)N1CCN(Cc2ccc3c(c2)OCO3)CC1	-1.0	0	-13	14	6	25	6	-5	5
CCOc1ncccc1C(=O)Nc1cc(S(=O)(=O)N2CCCCCC2)ccc1OC	0.2	10	-3	26	1	43	-1	4	-2
CN1CCCC(OC(=O)c2cccc(S(=O)(=O)N3CCCCCC3)c2)C1 (configuration not stated)	-0.1	5	-5	12	-27	2	-4	-3	2
C=CCNC(=O)c1ccc(Cn2cc(C(F)(F)F)ccc2=O)cc1	-1.8	6	-4	22	10	10	4	-2	-5
Cc1cc(C)c2c(n1)sc1c(O)cc(=O)[nH]c12	1.0	12	1	0	5	16	11	-2	5
CCCOc1c(Br)cc(C2C3=C(CCCC3=O)N(C)C3=C2C(=O)CCC3)cc1OC	1.5	7	-11	3	-1	-4	0	0	-6
COC(=O)C1=C(C)NC(=S)NC1c1ccc(-c2cc(Cl)ccc2Cl)o1 (configuration not stated)	1.9	2	0	5	31	32	9	0	10
Cc1cn(COC/C=C/c2ccccc2)c(=O)[nH]c1=O	-2.6	-2	-1	-11	12	7	-5	-4	-1
O=C(NCCN1CCN(c2ccccc2)CC1)C1CCN(S(=O)(=O)c2cccc3nonc23)CC1	-3.4	1	-11	4	-4	15	2	-3	5
COc1ccc(CNCC(O)COCc2cccs2)cc1 (configuration not stated)	-1.0	-5	5	3	16	-25	8	2	-9
CCN(CC)CCn1c2c(c(SCC(=O)Nc3ccc(C)c(F)c3)nc1=O)CCC2	2.3	6	-6	15	-4	22	-6	-4	14

Of the compounds above, these contain bromine:
SMILES	UPR CHOP act	CCR6 antagonist	CXCR6 inh	Gli-Sufu antag	697 NFkB inh	Mdm2 MdmX PPI	Jurkat NFkB inh	XBP1 UPR activ	EBI2 antag
O=C(Nc1ccc(Cl)cn1)c1ccc(COc2ccccc2Br)o1	3.1	-5	5	-46	-68	-11	-11	0	-1
O=C(Nc1ccc(Br)c(Br)c1)C1CCCO1 (configuration not stated)	1.4	1	0	-5	-9	1	-3	15	-5
CCN1CCN(CC(O)COCCOc2ccc(Br)cc2)CC1 (configuration not stated)	1.7	8	8	10	5	14	-5	2	-3
COc1ccc2c(c1OC)C(=O)N1N=C(c3ccc(Br)cc3)CC21 (configuration not stated)	3.5	17	-1	-2	-4	-3	-7	3	3
O=C(NCc1ccco1)c1cc(S(=O)(=O)N2CCOCC2)ccc1Br	1.3	-2	1	-2	-29	0	9	0	-2
CCCOc1c(Br)cc(C2C3=C(CCCC3=O)N(C)C3=C2C(=O)CCC3)cc1OC	1.5	7	-11	3	-1	-4	0	0	-6

Next structures follow.
SMILES	UPR CHOP act	CCR6 antagonist	CXCR6 inh	Gli-Sufu antag	697 NFkB inh	Mdm2 MdmX PPI	Jurkat NFkB inh	XBP1 UPR activ	EBI2 antag
CC(=O)c1ccccc1NS(=O)(=O)c1ccc2c(c1)CC(=O)N2	-1.5	4	-9	3	17	19	6	-1	-2
CCCN(C(=O)COC(=O)COc1c(C)cccc1C)c1c(N)n(Cc2ccccc2)c(=O)[nH]c1=O	-1.1	3	-1	-3	-2	-14	-4	-1	1
Cc1sc(NC(=O)/C=C/c2ccc(C(C)C)cc2)c(C#N)c1C	-2.1	2	1	3	1	-1	-16	3	3
CCOC(=O)c1c(C)oc2ccc(OS(C)(=O)=O)cc12	0.2	19	-5	-4	8	15	-10	-1	-4
Cc1onc(-c2ccccc2Cl)c1C(=O)NCc1nc(-c2ccccc2)no1	0.4	8	-1	-4	12	10	5	-4	8
CCOC(=O)c1sc(N)c(C#N)c1COC(=O)CNC(=O)c1cc(OC)c(OC)c(OC)c1	-3.8	-18	-4	-4	-1	0	-36	-1	-8
O=C(O)Cn1ccc2cc(S(=O)(=O)N3CCCCCC3)ccc21	-1.3	9	0	-1	3	29	13	-9	-8
Cc1nc2ccccn2c1C(=O)CSc1ccc(Cl)cc1Cl	-0.3	-5	0	15	-28	-5	1	2	5
CCC(CO)Oc1cc(NC(=O)c2ccccc2)c2ncn(C(C)C)c2c1 (configuration not stated)	-0.6	-6	-14	-7	14	15	0	0	8
CCCCC1CC(C)(C(=O)CSc2nc3ccccc3s2)OC1=O (configuration not stated)	2.3	8	2	-3	-19	-1	0	-1	9
Cc1ccc(CNC(=O)COC(=O)c2nc(-c3ccccc3)oc2C)cc1	0.7	5	6	5	9	-1	-10	0	-2
Cc1nn(C)c(Cl)c1CN1CCCC(CO)(Cc2cccc(Cl)c2)C1 (configuration not stated)	-1.1	23	1	33	-28	-25	1	3	8
CCOC(=O)N1CCN(C(=O)C2c3cc(OC)c(OC)cc3C(=O)N3CCc4ccccc4C23)CC1 (configuration not stated)	1.3	-8	-2	-2	7	12	17	-1	0
CCC(=O)N1CCN(CCN=CC2=C(O)CC(C)(C)CC2=O)CC1	-0.9	-5	-3	-1	20	0	3	0	-10
COc1cc(CNCc2cccc(OC)c2OC)cc(OC)c1	0.1	7	-2	18	1	5	9	-4	2
Cn1cc(CN2CCCCC2CO)c(-c2ccc(Oc3ccccc3)cc2)n1 (configuration not stated)	-1.3	13	1	26	-1	12	-24	2	1
COc1ccc(C)cc1C(=O)CCC(=O)N1CCN(c2ccccc2F)CC1	1.4	20	4	-5	-8	14	-1	5	-9
